Compound activity: PubChem, several laboratories
ARFGAP1 inh: inhibitors of rat ARFGAP1; Q62848; Arfgap1-stimulated ARF1 GTP hydrolysis, GDP FP detection; inhibition, % at 16.5 µM; actives 0.26% (n = 360,000);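 active = inhibition above a per-plate limit, mean inhibition of low control wells plus 3 SD, cut at about 25% in these data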;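 also: 0% = DMSO wells with enzyme and 100% = wells lacking Arfgap1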
Target sequence (Q62848 1-136 limits assumed): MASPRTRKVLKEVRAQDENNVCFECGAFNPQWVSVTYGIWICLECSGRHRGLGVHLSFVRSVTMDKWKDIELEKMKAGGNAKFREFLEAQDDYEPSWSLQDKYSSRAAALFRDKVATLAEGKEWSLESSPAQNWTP
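System: truncated rat Arfgap1 GAP domain / Benchmarks: high control wells lacking Arfgap1, low control full reaction with DMSO / Times: compound-enzyme preincubation 20 min, reaction 120 min, detection 60 min, 25 °C / Repeats: one replicate per compound / Also added: human ARF1(Δ1-17)-GTP substrate / Measured by: Tracer-displacement fluorescence polarization with EDTA stop, 620/688 nm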
ASAP1 inh: blocks human ASAP1-stimulated Arf1 GTP hydrolysis | Q9ULH1 | GDP FP detection | inhibition, % at 16.5 µM | actives 0.19% (n = 360,000) | AID 624377; in the data active = inhibition above about 25%;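 also: 0% = vehicle with enzyme and substrate and 100% = no enzyme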
SMARCA2 activ: SMARCA2 function activation, primary screen; actives 1% (n = 370,000); MG213 cells, MMTV-luciferase reporter, dexamethasone, overnight; activation, % at 9.1 µM; in the data active = activation above about 7.8%;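 also: 0% = vehicle wells and 100% = reference activator wells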
PG9 Ab binder: binds the HIV-1 gp120 antibody PG9; TR-FRET gp120-PG9 antibody binding; actives 0.43% (n = 360,000); AID 624416; inhibition, % at 6.7 µM; in the data active = inhibition above about 8.5%
Rev-erbA mod: modulates human Rev-erb alpha binding to DNA; P20393; Rev-erbα–FITC-DNA binding, fluorescence polarization, 90 min; activity, % at 10 µM; actives 0.79% (n = 370,000); AID 1259318;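 active = activity above about 14%, limit read from the data; passing the limit was not always enough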;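 also: 0% = DMSO wells with 35 nM protein and 100% = DMSO wells with 750 nM protein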
NPR1 activator: GC-A (human) enzyme activation; P16066; HEK293 GC-A cells, cGMP TR-FRET, EC30 ANP; 0% at EC30 ANP, 100% saturating ANP; activation, % at 10 µM; actives 0.14% (n = 370,000); AID 1671463; in the data active = activation above about 40%
ABHD4 inh: ABHD4 (mouse) inhibition, primary FP screen; Q8VD66; purified mABHD4, FP-Rh probe fluorescence polarization; inhibition, % at 8.92 µM; actives 0.54% (n = 370,000); AID 720543;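 active = inhibition exceeding the mean over every tested compound plus 3 SD, cut at about 30% in these data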;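 also: 0% = plate median of compound wells and 100% = S159A mutant with DMSO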
Target sequence (Q8VD66 whole entry, looked up): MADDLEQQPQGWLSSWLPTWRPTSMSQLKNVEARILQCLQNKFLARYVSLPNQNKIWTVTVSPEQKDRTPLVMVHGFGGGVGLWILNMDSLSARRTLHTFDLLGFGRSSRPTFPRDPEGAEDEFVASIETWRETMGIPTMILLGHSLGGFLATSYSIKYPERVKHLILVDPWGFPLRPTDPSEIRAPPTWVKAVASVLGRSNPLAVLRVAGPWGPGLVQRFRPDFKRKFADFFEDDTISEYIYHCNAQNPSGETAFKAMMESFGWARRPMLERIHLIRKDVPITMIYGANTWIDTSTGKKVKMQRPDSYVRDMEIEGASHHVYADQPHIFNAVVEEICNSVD
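Assay system: mABHD4 protein; medium: HEPES pH 7.0, NaCl, Pluronic buffer; dosing: 8.92 µM, single dose; schedule: 45 min + 60 min at 25 °C; signal: FP readout, ex 525 nm / em 598 nm; read-out: normalized percent inhibition of probe labeling; repeats: single replicate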
rCAG binder: molecules binding r(CAG) RNA repeats | r(CAG) RNA repeat, TO-PRO-1 dye displacement fluorescence | inhibition, % at 3 µM | actives 1.3% (n = 370,000) | AID 651821;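 active = inhibition above the plate cutoff, the mean of all test compounds on that plate plus 3 SD, cut at about 35% in these data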;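 also: 0% = DMSO alone and 100% = 100 µM mitoxantrone as full dye displacement; higher means more dye released from RNA so lower well fluorescence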
HTRA1 inhibitor: HTRA1 (human) protease inhibition; inhibition, % at 5.96 µM; actives 0.5% (n = 340,000); recombinant HTRA1, FP-rhodamine activity-based probe, fluorescence polarization; in the data active = inhibition above about 36%;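 also: 0% = enzyme with DMSO and 100% = wells lacking enzyme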
Target sequence (Q92743 whole entry, looked up): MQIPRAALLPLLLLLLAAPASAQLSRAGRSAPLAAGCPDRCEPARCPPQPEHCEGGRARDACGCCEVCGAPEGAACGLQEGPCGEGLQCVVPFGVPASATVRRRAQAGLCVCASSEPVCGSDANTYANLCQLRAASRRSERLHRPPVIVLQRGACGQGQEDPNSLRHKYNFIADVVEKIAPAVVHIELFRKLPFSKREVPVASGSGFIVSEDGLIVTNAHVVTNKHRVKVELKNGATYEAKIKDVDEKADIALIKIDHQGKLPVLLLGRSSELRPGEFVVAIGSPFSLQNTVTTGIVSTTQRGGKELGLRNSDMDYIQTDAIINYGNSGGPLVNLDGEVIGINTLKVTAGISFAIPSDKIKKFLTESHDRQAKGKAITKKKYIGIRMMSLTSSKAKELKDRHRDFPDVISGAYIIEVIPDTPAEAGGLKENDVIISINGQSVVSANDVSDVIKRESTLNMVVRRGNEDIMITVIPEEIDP
GC-B act: GC-B (human) receptor activation; HEK293-GC-B cells, CNP EC30, cGMP TR-FRET; 0% at EC30 CNP, 100% saturating CNP; activation, % at 10 µM; actives 0.11% (n = 370,000); P20594;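 active = activation at 10 µM reaching about 35% in either raw or pattern-adjusted values, limit read from the data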
* = called active by the depositor; · = not tested or not shown.

Structure	ARFGAP1 inh	ASAP1 inh	SMARCA2 activ	PG9 Ab binder	Rev-erbA mod	NPR1 activator	ABHD4 inh	rCAG binder	HTRA1 inhibitor	GC-B act
O=C(Cn1nc([N+](=O)[O-])nc1Br)NC1CCCCC1	-3	5	-2	-0.8	-3	7	29	1	3	-6
C[C@H](NC(=O)OC(C)(C)C)C(=O)N/N=C/C1=Cc2ccccc2OC1	2	-11	1	-1.2	3	-3	-1	-6	1	-3
O=C(OCCOCCN=C1NS(=O)(=O)c2ccccc21)c1ccccc1Br	16	-8	-3	-0.3	-5	-4	-8	2	-4	0
Cc1cc(C)c(S(=O)(=O)NCCSCc2ccco2)c(C)c1	-17	-1	-2	-0.4	0	-7	-7	15	-35	3
CCCS(=O)(=O)c1nc(S(=O)(=O)c2ccc(C)cc2)c(NCCN2CCOCC2)s1	-4	0	-1	-2.3	8	-1	7	3	-4	4
CCC1CCCCN1CCCNC(=O)Cn1ncc2c(C)n(Cc3ccccc3Cl)c(C)c2c1=O (stereo unspecified)	1	5	1	0.4	-1	-1	-4	10	12	2
O=C(CSc1nnc(Cc2ccccc2)o1)Nc1ccc(Br)cn1	1	14	3	-0.5	0	-3	6	-1	4	4
CCOC(=O)CN1C(=O)S/C(=C/c2cc(C)n(-c3ccccn3)c2C)C1=O	14	7	0	-3.4	1	3	-4	-9	-10	3
O=C(CC1SC(N2CCOCC2)=NC1=O)Nc1ccccc1F (stereo unspecified)	5	4	7	-0.7	-3	-1	-1	6	5	4
COC(=O)C1=C(C)NC(=O)C1(NC(=O)c1cccnc1)C(F)(F)F (stereo unspecified)	5	13	-3	1.2	-1	-2	-3	1	1	4
N#C/C(=C/c1ccc(-c2cc([N+](=O)[O-])ccc2Cl)o1)C(N)=O	11	17	-5	-0.8	-34	8	9	10	12	2
O=C(CSc1ncccn1)N1CCCc2ccccc21	5	7	1	1.4	0	2	2	-4	-9	-1
CC(Sc1nc2ccccc2c(=O)n1CCCN1CCOCC1)C(=O)N1CCc2ccccc21 (stereo unspecified)	-1	4	-2	-0.5	-3	-3	0	0	7	-6
CCCc1cc(=O)oc2cc(C)cc(OC(C)C(=O)NCC(O)c3ccccc3)c12 (stereo unspecified)	3	-4	0	1.0	0	-12	2	0	0	-6
Cc1cccc(NC(=O)C2(c3ccccc3)CC2(Cl)Cl)c1 (stereo unspecified)	7	14	0	-2.1	4	-9	-22	2	-33	-11
OCCC1CN(Cc2cn[nH]c2C2CCCCC2)CCN1C1CCCCC1 (stereo unspecified)	3	12	3	-3.5	-4	3	-3	-6	-9	3
Cc1nn(Cc2ccccc2Cl)c(C)c1C(=O)N1CCN(c2ccccc2)CC1	-12	-5	0	-0.2	-9	4	1	-7	28	4
O=C1C2CC=CCC2C(=O)N1Cc1ccccc1Cl (stereo unspecified)	0	-3	4	-0.8	5	4	2	0	-4	1
COC(=O)[C@]12C[C@H](CC(=O)NCC34CC5CC(CC(C5)C3)C4)C(=O)N(CCC3=CCCCC3)C1=C[C@H](COCc1ccccc1)O[C@@H]2C	-3	2	-4	-0.6	-12	3	-5	5	·	5
CCOc1ccc2nc(C(=O)N3CCCC(C)C3)sc2c1 (stereo unspecified)	1	20	3	0.0	4	2	3	0	-5	4
O=C(c1cnccn1)N1CCN(c2ccccc2)CC1	0	-13	-3	1.0	-1	-1	9	-2	7	2
CCN(Cc1ccccc1)S(=O)(=O)c1cc(C(=O)c2c(N)n(C)c(=O)n(C)c2=O)ccc1OC	-3	-9	0	0.7	2	-2	0	4	5	3
CC1=NN(c2cccc(Cl)c2)C(=O)C1	13	-4	1	-2.4	-1	4	8	15	-1	7
CC(C)COc1nc2c(c(=O)n(C)c(=O)n2C)n1C	-2	0	4	-1.6	0	6	2	-3	2	3
C[C@@]1([C@@H](NC(=O)c2cccs2)c2ccc(-c3ccccc3)cc2)C[C@H]1C1CCCCC1	-7	4	0	1.0	-2	0	-7	3	-14	6
O=[N+]([O-])c1cccc(-c2nc3ccccc3s/c2=N/O)c1	11	8	-1	-3.5	6	1	-45	13	-62	-6
Cc1cccc(NC(=O)C2CCCN(S(=O)(=O)c3c(C)nn(C)c3C)C2)n1 (stereo unspecified)	-1	-16	-1	1.8	-2	3	4	2	-7	-2
CC(C)CC(N)c1csc(Nc2ccc(S(C)(=O)=O)cc2)n1 (stereo unspecified)	3	-5	1	-1.0	4	-1	-5	6	·	-2
COCCn1c(=S)[nH]c2cc(C(=O)N3CCCC(C)C3)ccc2c1=O (stereo unspecified)	-2	4	-3	-1.0	-6	0	7	-9	-2	-2
CCN1C(=O)[C@H]2[C@@H](c3ccc(-c4ccc(OC)cc4)c(OC)c3)N3CCCC[C@@]3(C(=O)OC)[C@H]2C1=O	10	6	-1	-0.1	1	-3	-7	-1	-17	2
Cc1ccccc1-c1cc(C(=O)NCc2cccs2)n(CC2CC(c3cccnc3)=NO2)n1 (stereo unspecified)	6	0	1	-1.2	1	-5	0	-4	-15	-5
Cc1ccc(-c2n[nH]c(Cc3ccccc3)n2)cc1	7	0	7.9*	2.7	-2	-1	-1	0	-1	-6
O=C(O)c1ccc(NS(=O)(=O)c2cccc(C(=O)Nc3ccc([N+](=O)[O-])cc3)c2)cc1	1	0	-4	1.4	0	2	-8	9	-3	-4
CCOC(=O)c1c(-c2ccc(C)cc2)cn2ccccc12	12	-18	2	1.1	4	-5	-14	1	-17	-2
COc1ccc(-c2ccc3c(c2)S(=O)(=O)c2cccc(C(=O)NC[C@@H]4CCCO4)c2C3=O)cc1OC	-1	0	0	0.0	-3	1	8	24	0	2
COc1ccccc1NC(=O)CSc1nncn1-c1ccccc1	9	-6	3	-1.9	3	-3	-8	-3	-3	-2
COc1ccc(S(=O)(=O)Nc2ccccn2)cc1OC	-1	-3	1	-1.1	0	1	2	-2	4	3
CC(C)C[C@@H]1Cc2[nH][nH]c(=O)c2[C@H](C(C)C)O1	11	4	0	-1.1	4	3	-12	5	·	-2
CCn1cnc2c1c(=O)n(Cc1csc(-c3ccccc3)n1)c(=O)n2Cc1ccccc1	-7	-13	-1	-1.3	-3	38	-17	-4	-34	51*
Cn1ccc(NS(=O)(=O)c2cc(Br)ccc2Br)n1	7	-8	-3	-1.4	-1	-2	6	4	-1	-4
O=C(Cc1ccccc1)NCC(=O)Nc1ccc(OC(F)(F)F)cc1	-3	-3	-4	0.3	-2	-3	2	-4	3	1
C[C@@H](NC(=O)[C@@H]1Cc2ccccc2CN1)C(=O)NCc1ccco1	4	-4	-1	0.0	-4	-1	2	4	-1	4
O=S(=O)(c1ccccc1)c1cnc(-c2cccnc2)nc1-c1ccc(Cl)c(Cl)c1	6	6	1	2.3	7	0	-1	2	2	-1
N#Cc1ccc(Cl)cc1NC(=O)CNCc1cccs1	13	-3	4	-1.3	-3	-5	6	-5	-1	-4
COC(=O)c1cc(NC(=O)CSc2nncn2C)cc(C(=O)OC)c1	-2	9	0	-0.9	-2	-3	-3	1	-4	-1
COc1ccc(OCC(=O)Nc2sc3c(c2C(=O)NCC2CCCO2)CCC3)cc1 (stereo unspecified)	2	-4	-3	1.3	-1	3	1	0	-12	4
CCOC(=O)N1CCN(Cc2nnc(-c3ccccc3Cl)o2)CC1	7	-4	0	0.1	-1	3	-1	-5	-2	7
CCOc1ccc(S(=O)(=O)NCC2(N3CCCCC3)CCCCC2)cc1	7	-11	-3	-0.9	-1	1	-2	-3	3	4
CC(C)CC(NS(=O)(=O)c1cccc(C(=O)O)c1)C(=O)O (stereo unspecified)	-1	3	1	0.8	-2	0	1	0	0	1
N#CC1=C2SCN(Cc3ccccc3)CN2C(=O)CC1c1cccs1 (stereo unspecified)	-6	3	-1	6.5	1	4	12	9	4	7

5 records drawn at random from those above, as already listed:
Structure	ARFGAP1 inh	ASAP1 inh	SMARCA2 activ	PG9 Ab binder	Rev-erbA mod	NPR1 activator	ABHD4 inh	rCAG binder	HTRA1 inhibitor	GC-B act
CC(C)CC(NS(=O)(=O)c1cccc(C(=O)O)c1)C(=O)O (stereo unspecified)	-1	3	1	0.8	-2	0	1	0	0	1
CCOc1ccc2nc(C(=O)N3CCCC(C)C3)sc2c1 (stereo unspecified)	1	20	3	0.0	4	2	3	0	-5	4
CCOc1ccc(S(=O)(=O)NCC2(N3CCCCC3)CCCCC2)cc1	7	-11	-3	-0.9	-1	1	-2	-3	3	4
O=C(OCCOCCN=C1NS(=O)(=O)c2ccccc21)c1ccccc1Br	16	-8	-3	-0.3	-5	-4	-8	2	-4	0
CCCS(=O)(=O)c1nc(S(=O)(=O)c2ccc(C)cc2)c(NCCN2CCOCC2)s1	-4	0	-1	-2.3	8	-1	7	3	-4	4

Remaining list, next part.
Structure	ARFGAP1 inh	ASAP1 inh	SMARCA2 activ	PG9 Ab binder	Rev-erbA mod	NPR1 activator	ABHD4 inh	rCAG binder	HTRA1 inhibitor	GC-B act
O=C(CN1C(=O)NC2(CCc3ccccc32)C1=O)Nc1cc(C(F)(F)F)ccc1N1CCOCC1 (stereo unspecified)	-4	11	-2	1.0	-1	-2	-4	0	·	-7
Cc1ccc(CNC(=O)CN(c2ccc(C)cc2)S(=O)(=O)c2c(C)n[nH]c2C)cc1	0	11	0	1.9	4	-1	-3	-2	-14	4
NC(=O)c1ccc(Nc2ccc([N+](=O)[O-])cc2[N+](=O)[O-])cc1	1	-8	-2	-0.4	14	0	-3	-3	-6	-15
O=C1COc2ccc(S(=O)(=O)N3CCN(c4ccccc4)CC3)cc2N1	1	-1	1	-1.1	-3	-1	-1	3	2	-2
Cn1c(C(=O)N(Cc2ccccc2)Cc2cccs2)cc2sccc21	3	10	-3	-0.5	3	-8	-9	-1	-38	-3
CCOC(=O)c1csc(COc2ccccc2Cl)n1	-1	1	-2	-0.4	7	9	-2	-7	-16	-5
C=CCn1c(SCC(=O)c2ccc(O)c(O)c2)nnc1-c1cccc(OC)c1	-4	-7	-1	-2.0	-7	-4	25	13	38*	-6
CCc1nc2c(OCc3ccc(Cl)cc3)cccn2c1N(C=O)Cc1ccc(OC)cc1	-14	0	-2	1.6	5	-5	9	5	·	0
COc1ccccc1CCNC(=O)C(=O)Nc1cc2c3c(c1)CC(=O)N3CCC2	4	-6	-2	-0.2	-1	5	4	3	-9	-6
O=C(Nc1ccccc1)Nc1scc2c1c(=O)oc1ccccc12	7	2	2	-0.5	-8	-3	-6	4	·	0
CC(C)(C)n1nc2c(c1NC(=O)c1ccc(S(=O)(=O)N3CCCC3)cc1)CS(=O)C2 (stereo unspecified)	-3	2	-3	-0.1	0	4	6	-1	0	5
COc1ccc(-n2nnc3c(SCC(=O)NCC4CCCO4)ncnc32)cc1 (stereo unspecified)	0	11	1	0.2	-4	8	6	1	-12	-8
O=C(N[C@H](C(=O)N1CCC[C@H]1C(=O)NC1CCCC1)C1CCCCC1)C1CCCC1	3	4	0	-0.7	0	0	2	-1	·	3
COc1cc(NC(=O)c2ccccc2C)c(OC)cc1NC(=O)CN1CCOCC1	-4	-11	-4	-1.2	-4	3	0	-2	3	9
